Compound activity as filed in PubChem.
hcDAF12 agonist – H. contortus DAF-12 nuclear receptor activators, primary screen, cell-based, luminescence, HEK293, lit1-tk-luc reporter; HEK293 hcDAF-12 lit1-tk-luc reporter; 0% DMSO, 100% Δ7-dafachronic acid; activation, % at 6.8 µM; 370,000 tested, 1.4% active; AID 652067, 2013;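 active = activation above the mean of all tested compounds plus 3 SD, cut at about 5.5% in these data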;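 also: 100% = response to 3 µM Δ7-dafachronic acid high control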
NPR2 activator – human GC-B receptor activators, primary screen, HEK293 GC-B cells, cGMP TR-FRET, EC30 CNP; Atrial natriuretic peptide receptor 2 (Homo sapiens), P20594; 0% at EC30 CNP, 100% saturating CNP; activation, % at 10 µM; 370,000 tested, 0.11% active; AID 1920062, 2024;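 active = activation at 10 µM reaching about 35% in either raw or pattern-adjusted values, limit read from the data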
GAA850 FXN act – FXN promoter activators, primary screen, cell-based, luciferase luminescence, HEK293 lucGAA850 | activation, % at 6 µM | HEK293 lucGAA850 FXN promoter luciferase reporter, 24 h; percent of 10 µM SAHA response | 360,000 tested, 0.56% active;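 active = activation above the average of all compounds screened plus 3 SD, cutoff fixed separately per campaign, cut at about 7.5% in these data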;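 also: 0% = DMSO wells and 100% = 10 µM SAHA wells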
GC-A act – GC-A stimulated cGMP production enhancers – HEK293 GC-A cells, cGMP TR-FRET, EC30 ANP, primary screen. Atrial natriuretic peptide receptor 1 (Homo sapiens), P16066. 0% at EC30 ANP, 100% saturating ANP. activation, % at 10 µM. 370,000 tested, 0.14% active; in the data active = activation above about 40%
DAX1 inh-1 – DAX1 (NR0B1) inhibitors, primary screen, cell-based, HEK293, Gal4-DAX1, luciferase luminescence | inhibition, % at 6.75 µM | HEK293 Gal4-DAX1 luciferase reporter | 340,000 tested, 0.99% active | Nuclear receptor subfamily 0 group B member 1 (Homo sapiens), P51843 | AID 504766, 2011;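 active = inhibition above the mean over all tested compounds plus 3 SD, cut at about 4.2% in these data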;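 also: 0% = DAX1-transfected cells with DMSO and 100% = empty-vector control cells with DMSO; inhibition shows as a rise in luminescence from relieved DAX1 repression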
Target sequence (P51843 207-470 limits assumed): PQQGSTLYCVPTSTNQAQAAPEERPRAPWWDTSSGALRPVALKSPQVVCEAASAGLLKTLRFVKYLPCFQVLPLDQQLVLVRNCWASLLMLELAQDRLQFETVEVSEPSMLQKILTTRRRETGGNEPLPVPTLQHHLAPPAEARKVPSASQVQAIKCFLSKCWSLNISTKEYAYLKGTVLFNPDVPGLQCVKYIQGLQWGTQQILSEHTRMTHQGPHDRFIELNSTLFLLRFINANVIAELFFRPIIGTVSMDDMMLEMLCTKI
DAX1 inh-2 – DAX1 (NR0B1) inhibitors on StAR promoter, primary screen, cell-based, luminescence, SF-1 (NR5A1), full-length DAX-1. HEK293T StAR-luciferase reporter, SF-1/DAX-1 repression relief. inhibition, % at 6.8 µM. 370,000 tested, 1.1% active. AID 652010, 2013;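 active = inhibition above the mean over all tested compounds plus 3 SD, cut at about 3.6% in these data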;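 also: 0% = DAX-1 cells with DMSO and 100% = cells lacking DAX-1 with DMSO; higher inhibition means more luminescence from relief of DAX-1 repression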
ADAM10 inh – human ADAM10 inhibitors, primary screen, biochemical, QFRET, HTS | Disintegrin and metalloproteinase domain-containing protein 10 (Homo sapiens), O14672 | recombinant ADAM10, EDANS/DABCYL FRET peptide cleavage, 3 h | inhibition, % at 7 µM | 370,000 tested, 0.62% active;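 active = inhibition above a per-campaign cutoff equal to the mean of compounds falling between control-based bounds plus 3 SD, cut at about 20% in these data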;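 also: 0% = DMSO wells while the 100% control is not disclosed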
SMARCA2 act – SMARCA2 (BRM) function activators, primary screen, cell-based, luminescence, high throughput; MG213 cells, MMTV-luciferase reporter, dexamethasone, overnight; 370,000 tested, 1% active; activation, % at 9.1 µM; in the data active = activation above about 7.8%;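 also: 0% = vehicle wells and 100% = reference activator wells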
ssDAF12 agonist – S. stercoralis DAF-12 nuclear receptor activators, primary screen, cell-based, luminescence, HEK293, GRIP1 co-expression, lit1-tk-luc | Nuclear hormone receptor DAF-12 (Strongyloides stercoralis) | HEK293 ssDAF-12/GRIP1 lit1-tk-luc reporter; % of 3 µM dafachronic acid response | activation, % at 6.8 µM | 370,000 tested, 1% active;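 active = activation above the mean over all tested compounds plus 3 SD, cut at about 0.9% in these data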;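 also: 0% = DMSO-only wells and 100% = 3 µM delta7-dafachronic acid wells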
hgDAF12 agonist – H. glycines DAF-12 receptor agonists, primary screen, cell-based, luminescence, HEK293, GAL4 fusion, UAS-luciferase. Nuclear hormone receptor DAF-12 (Heterodera glycines), GAL4 fusion. HEK293 GAL4-hgDAF12 UAS-luciferase reporter, agonist luminescence; normalized to butyrate control. activation, % at 6.8 µM. 370,000 tested, 1.8% active. AID 687014, 2013;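 active = activation above a cutoff set at the mean of all screened compounds plus 3 SD, cut at about 10% in these data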;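 also: 0% = DMSO wells and 100% = sodium butyrate wells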
sPLA2-III inh – human group III sPLA2 inhibitors, primary screen, biochemical, QFRET, BODIPY PC-A2 liposome substrate. QFRET BODIPY PC-A2 liposome hydrolysis, fluorescence. inhibition, % at 12.2 µM. 370,000 tested, 0.56% active;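 active = inhibition above mean plus 3 SD of compounds lying within the high and low control bounds, cut at about 19% in these data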;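 also: 0% = median of test compound wells and 100% = no enzyme DMSO wells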
Target sequence (Q9NZ20 whole entry, looked up): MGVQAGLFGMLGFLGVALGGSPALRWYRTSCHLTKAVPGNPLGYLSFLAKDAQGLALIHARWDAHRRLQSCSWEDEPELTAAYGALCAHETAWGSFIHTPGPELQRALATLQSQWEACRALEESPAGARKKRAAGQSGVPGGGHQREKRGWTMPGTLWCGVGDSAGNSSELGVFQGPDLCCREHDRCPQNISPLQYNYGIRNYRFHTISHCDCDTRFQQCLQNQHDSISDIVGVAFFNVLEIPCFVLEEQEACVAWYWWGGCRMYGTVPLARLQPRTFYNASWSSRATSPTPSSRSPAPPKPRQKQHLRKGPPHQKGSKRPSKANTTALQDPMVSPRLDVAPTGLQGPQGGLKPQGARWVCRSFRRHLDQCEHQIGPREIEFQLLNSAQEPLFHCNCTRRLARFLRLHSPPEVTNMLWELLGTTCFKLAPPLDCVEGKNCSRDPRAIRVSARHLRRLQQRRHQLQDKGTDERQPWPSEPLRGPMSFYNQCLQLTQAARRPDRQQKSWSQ
An asterisk follows results filed as active.

Screening CCOC(=O)[C@]12CCC=C1N(Cc1cccc3ccccc13)C(=O)[C@H](CC(=O)NCCCN1CCCC1=O)C2 returned hcDAF12 agonist -0.3, NPR2 activator 7, GC-A act 2, DAX1 inh-2 -0.2, ADAM10 inh -12, SMARCA2 act -1, ssDAF12 agonist -0.5, hgDAF12 agonist -0.7 and sPLA2-III inh 1.
`CCOc1ccc(NC(=O)CN(C)CC(=O)NC2CCCc3ccccc32)cc1OCC` (centres undefined) gave hcDAF12 agonist -1.2, NPR2 activator -7, GAA850 FXN act -3.3, GC-A act 0, DAX1 inh-1 1.4, DAX1 inh-2 -1.0, ADAM10 inh 3, SMARCA2 act 0, ssDAF12 agonist -1.1, hgDAF12 agonist -2.2 and sPLA2-III inh 1.
For COc1ccc(C(=O)Nc2ccccc2NC(=O)c2ccco2)cc1OC the results were hcDAF12 agonist 0.7, NPR2 activator 7, GAA850 FXN act -0.6, GC-A act 4, DAX1 inh-1 -0.3, DAX1 inh-2 -0.2, ADAM10 inh 2, SMARCA2 act -8, ssDAF12 agonist -0.5, hgDAF12 agonist 2.6 and sPLA2-III inh 2.
For Cc1ccc(C(=O)N/C(=C\c2ccc3c(c2)OCO3)C(=O)N2CCOCC2)cc1 the results were hcDAF12 agonist -1.6, NPR2 activator -1, GAA850 FXN act 1.0, GC-A act 1, DAX1 inh-1 0.8, DAX1 inh-2 0.3, ADAM10 inh -5, SMARCA2 act -3, ssDAF12 agonist -0.7, hgDAF12 agonist -3.1 and sPLA2-III inh 7.
`CC(C)c1ccccc1NC(=S)NCc1ccccc1F` gave hcDAF12 agonist -2.2, NPR2 activator -5, GAA850 FXN act 2.2, GC-A act -2, DAX1 inh-1 0.3, DAX1 inh-2 -0.1, ADAM10 inh -1, SMARCA2 act -2, ssDAF12 agonist -1.5, hgDAF12 agonist 1.7 and sPLA2-III inh 16.
`COc1ccc(Br)cc1CN(C)C(=O)c1cc(Cl)c2c(c1)OCCO2` gave hcDAF12 agonist -2.2, NPR2 activator 5, GAA850 FXN act -0.1, GC-A act -4, DAX1 inh-1 -1.6, DAX1 inh-2 0.1, ADAM10 inh 7, SMARCA2 act 4, ssDAF12 agonist -1.2, hgDAF12 agonist 0.0 and sPLA2-III inh -2.
`COc1ccc2cc(C3CC(c4ccco4)=NN3C(=O)CCC(=O)O)c(Cl)nc2c1` (centres undefined) gave hcDAF12 agonist -0.3, NPR2 activator 3, GAA850 FXN act 1.6, GC-A act 0, DAX1 inh-1 -1.1, DAX1 inh-2 -0.8, ADAM10 inh -40, SMARCA2 act 4, ssDAF12 agonist -0.8, hgDAF12 agonist 4.8 and sPLA2-III inh -5.
For CC(C)(C)C(=O)[C@H]1[C@H](c2ccccc2)[C@@]2(N=C(c3ccccc3)OC2=O)C2c3ccccc3C=NN21 (some centres undefined) the results were hcDAF12 agonist 4.0, NPR2 activator 2, GAA850 FXN act 2.6, GC-A act -11, DAX1 inh-1 0.1, DAX1 inh-2 0.6, ADAM10 inh -10, SMARCA2 act -2, ssDAF12 agonist -0.7, hgDAF12 agonist 5.3 and sPLA2-III inh -25.
`Cc1nn(-c2ccccc2)c2sc(C(=O)N3CCN(S(=O)(=O)c4ccc(Br)s4)CC3)cc12` gave hcDAF12 agonist 0.7, NPR2 activator -5, GC-A act -1, DAX1 inh-2 2.5, ADAM10 inh -9, SMARCA2 act -2, ssDAF12 agonist -0.6, hgDAF12 agonist -0.8 and sPLA2-III inh -2.
`O=S(=O)(NCCN1CCOCC1)c1cccc(C(F)(F)F)c1` gave hcDAF12 agonist -2.2, NPR2 activator -2, GAA850 FXN act 0.2, GC-A act -2, DAX1 inh-1 -0.3, DAX1 inh-2 0.1, ADAM10 inh -4, SMARCA2 act -4, ssDAF12 agonist -0.9, hgDAF12 agonist -2.4 and sPLA2-III inh 14.
O=C(CSc1nnc(-c2ccncc2)s1)Nc1ccccc1 was read as hcDAF12 agonist -2.9, NPR2 activator -5, GAA850 FXN act -0.2, GC-A act -8, DAX1 inh-1 0.8, DAX1 inh-2 -0.3, ADAM10 inh -9, SMARCA2 act -2, ssDAF12 agonist -1.2, hgDAF12 agonist 3.0 and sPLA2-III inh 1.
Cc1noc(C)c1COc1ccccc1C(=O)NNC(=O)c1ccc(F)cc1 was read as hcDAF12 agonist 0.1, NPR2 activator 0, GAA850 FXN act 0.3, GC-A act -5, DAX1 inh-1 -0.2, DAX1 inh-2 -0.1, ADAM10 inh -8, SMARCA2 act 0, ssDAF12 agonist -1.5, hgDAF12 agonist 0.8 and sPLA2-III inh 2.
`CC(C)[C@H](NC(=O)c1ccc(Cl)c(Cl)c1)C(=O)N1CCC[C@H]1C(=O)NCc1ccccc1` gave hcDAF12 agonist 2.1, NPR2 activator 10, GC-A act 2, DAX1 inh-2 1.5, ADAM10 inh -5, SMARCA2 act 1, ssDAF12 agonist -0.2, hgDAF12 agonist -2.5 and sPLA2-III inh -3.
For COc1cccc(C(=O)C2CCCN(CC3=Cc4cc(OC)ccc4OC3)C2)c1 (centres undefined) the results were hcDAF12 agonist 0.9, NPR2 activator -8, GAA850 FXN act 3.5, GC-A act -4, DAX1 inh-1 -0.9, DAX1 inh-2 -0.1, ADAM10 inh -3, SMARCA2 act 1, ssDAF12 agonist -1.6, hgDAF12 agonist -1.2 and sPLA2-III inh -4.
For Cc1cccc(NC(=O)[C@@H](CC(C)C)NC(=O)[C@@H]2Cc3ccccc3CN2)c1 the results were hcDAF12 agonist 1.3, NPR2 activator -7, GAA850 FXN act 0.1, GC-A act 3, DAX1 inh-1 0.8, DAX1 inh-2 0.9, ADAM10 inh -1, SMARCA2 act 4, ssDAF12 agonist 0.3, hgDAF12 agonist 0.7 and sPLA2-III inh 2.
For COc1ccc(Cc2nnc(NC(=O)c3ccc(OC(C)=O)cc3)s2)cc1OC the results were hcDAF12 agonist 0.3, NPR2 activator 2, GAA850 FXN act 4.1, GC-A act 3, DAX1 inh-1 1.3, DAX1 inh-2 0.0, ADAM10 inh -6, SMARCA2 act 0, ssDAF12 agonist -1.0, hgDAF12 agonist 0.5 and sPLA2-III inh -10.
For COc1ccc(NC(=O)CN2C(=O)C(C)Oc3ccccc32)cc1OC (centres undefined) the results were hcDAF12 agonist -3.5, NPR2 activator 1, GAA850 FXN act 1.0, GC-A act 3, DAX1 inh-1 -0.8, DAX1 inh-2 -0.6, ADAM10 inh -1, SMARCA2 act 1, ssDAF12 agonist -1.8, hgDAF12 agonist -0.4 and sPLA2-III inh -2.
CC(C)c1ccc(NC(=O)CCN2C(=O)[C@@H]3Cc4ccccc4CN3C2=O)cc1 was read as hcDAF12 agonist -1.1, NPR2 activator -1, GAA850 FXN act 0.4, GC-A act 0, DAX1 inh-1 -0.9, DAX1 inh-2 -1.2, ADAM10 inh -2, SMARCA2 act -3, ssDAF12 agonist -1.3, hgDAF12 agonist 0.0 and sPLA2-III inh -1.
Screening CN(CC1CCOCC1)C(=O)CC1C(=O)NCCN1Cc1cccc(F)c1 (centres undefined) returned hcDAF12 agonist -1.4, NPR2 activator 1, GAA850 FXN act 1.5, GC-A act 4, DAX1 inh-1 -0.3, DAX1 inh-2 0.2, ADAM10 inh -40, SMARCA2 act -2, ssDAF12 agonist -1.1, hgDAF12 agonist 0.3 and sPLA2-III inh 8.
`CC1Cc2ccccc2N1C(=O)Cn1cnc2c1c(=O)n(C)c(=O)n2C` (centres undefined) gave hcDAF12 agonist -1.2, NPR2 activator 4, GAA850 FXN act 0.0, GC-A act 1, DAX1 inh-1 0.3, DAX1 inh-2 0.0, ADAM10 inh 1, SMARCA2 act 2, ssDAF12 agonist -1.2, hgDAF12 agonist 0.8 and sPLA2-III inh 3.

Fetched by compound from above:
Screening CN(CC1CCOCC1)C(=O)CC1C(=O)NCCN1Cc1cccc(F)c1 (centres undefined) returned hcDAF12 agonist -1.4, NPR2 activator 1, GAA850 FXN act 1.5, GC-A act 4, DAX1 inh-1 -0.3, DAX1 inh-2 0.2, ADAM10 inh -40, SMARCA2 act -2, ssDAF12 agonist -1.1, hgDAF12 agonist 0.3 and sPLA2-III inh 8.
`CC(C)c1ccccc1NC(=S)NCc1ccccc1F` gave hcDAF12 agonist -2.2, NPR2 activator -5, GAA850 FXN act 2.2, GC-A act -2, DAX1 inh-1 0.3, DAX1 inh-2 -0.1, ADAM10 inh -1, SMARCA2 act -2, ssDAF12 agonist -1.5, hgDAF12 agonist 1.7 and sPLA2-III inh 16.

(further entries)
Screening C=COCCNC(=S)Nc1ccccc1 returned hcDAF12 agonist -1.5, NPR2 activator 1, GAA850 FXN act 1.8, GC-A act 5, DAX1 inh-1 0.9, DAX1 inh-2 -0.2, ADAM10 inh -6, SMARCA2 act -3, ssDAF12 agonist -1.1, hgDAF12 agonist 0.5 and sPLA2-III inh 2.
`CC(C)(C)C1=Nn2c(nnc2-c2ccc(C(C)(C)C)cc2)SC1` gave hcDAF12 agonist -3.1, NPR2 activator 3, GC-A act 1, DAX1 inh-2 -0.5, ADAM10 inh 0, SMARCA2 act -6, ssDAF12 agonist -2.1, hgDAF12 agonist -5.2 and sPLA2-III inh -6.
`O=C(OCC(=O)N1CCc2ccccc2C1)c1cccs1` gave hcDAF12 agonist -0.6, NPR2 activator -4, GAA850 FXN act 2.4, GC-A act 4, DAX1 inh-1 0.0, DAX1 inh-2 -0.5, ADAM10 inh -9, SMARCA2 act 0, ssDAF12 agonist -1.4, hgDAF12 agonist 1.9 and sPLA2-III inh 1.
For Cc1cc(C)c(NC(=O)CN2C(=O)CC(C)S(=O)(=O)c3ccccc32)c(C)c1 (centres undefined) the results were hcDAF12 agonist 0.9, NPR2 activator 1, GAA850 FXN act -1.6, GC-A act -3, DAX1 inh-1 1.3, DAX1 inh-2 -0.4, ADAM10 inh -5, SMARCA2 act 2, ssDAF12 agonist -1.5, hgDAF12 agonist -1.5 and sPLA2-III inh 1.
For COc1ccc(F)cc1CSc1nnnn1-c1ccc(O)cc1 the results were hcDAF12 agonist 0.0, NPR2 activator -2, GAA850 FXN act 0.1, GC-A act 1, DAX1 inh-1 -2.2, DAX1 inh-2 -0.6, ADAM10 inh -2, SMARCA2 act -6, ssDAF12 agonist -1.5, hgDAF12 agonist -3.7 and sPLA2-III inh -26.
